From PubChem BioAssay
RGS4 block – inhibitors of human RGS4; HEK293 M3R/RGS4 inducible, Fluo-4 calcium flux; active compounds read high; triggered by carbachol at its EC20; P49798; B-score at 10 µM; actives 0.45% (n = 310,000);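 active = B-score, a plate-corrected calcium signal, over three deviations above library mean, with baseline fluorescence within five deviations of library mean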;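 also: RGS4 expression induced by doxycycline in cells with stable M3 receptor; B-score is computed from the integrated fluorescence ratio over baseline after carbachol; higher B-score means a larger calcium signal and so more RGS4 inhibition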
Target sequence (P49798 whole entry, looked up): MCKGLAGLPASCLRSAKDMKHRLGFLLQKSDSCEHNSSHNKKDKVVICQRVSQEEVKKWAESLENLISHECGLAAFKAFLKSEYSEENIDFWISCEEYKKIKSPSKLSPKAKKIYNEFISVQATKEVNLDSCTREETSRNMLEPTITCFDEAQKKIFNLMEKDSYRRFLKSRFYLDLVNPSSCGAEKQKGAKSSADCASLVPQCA
TMEM16A act – mouse TMEM16A channel activation, primary screen; HEK293 TMEM16A/YFP-H148Q/I152L, iodide quench fluorescence; active compounds read low; actives 0.3% (n = 340,000); B-score at 10 µM; AID 623877; Q8BHY3;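 active = fluorescence-ratio B-score plate-corrected deviation score at least 3 library SD below zero, with starting fluorescence score within 5 deviations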;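 also: channel opened by trigger with iodide after compound preincubation; score built on the fluorescence ratio of max minus min over baseline; more negative score means more quench and so TMEM16A activation or potentiation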
KCNQ1 act – human KCNQ1 channel potentiation or activation. P51787. CHO-K1 KCNQ1, thallium flux FluxOR fluorescence; active compounds read high. B-score at 10 µM. actives 0.35% (n = 310,000);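 active = fluorescence ratio B-score, a plate-corrected score, at least three library SD, with initial intensity B-score within 5 SD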
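Doses: Single concentration per compound, DMSO matched to controls | Test system: KCNQ1-transfected CHO-K1 cells | Timing: 90 min dye loading and 20 min compound exposure, both at room temperature | Measured by: Kinetic FluxOR thallium fluorescence, 10-s 1-Hz baseline, 110-s post-stimulus read | Medium: Assay buffer with matched DMSO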
hERG protect – compounds protecting human hERG from proarrhythmic drug block. Q12809. CHO-hERG, FluxOR thallium flux, dofetilide IC70 present. activation (rescue from dofetilide block), less the hit threshold, % at 10 µM. actives 0.51% (n = 310,000);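 active = activation above the mean of controls blocked by dofetilide plus 5 SD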;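 also: thallium influx through hERG after potassium depolarization seen as dye fluorescence rise; in these data hits start at about 4.7%; inactives centre near -7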
KCNK9 inh – inhibitors of human KCNK9 two-pore domain potassium channel | Q9NPC2 | HEK293 KCNK9, FluxOR thallium flux fluorescence; active compounds read low | B-score at 10 µM | actives 1.2% (n = 310,000) | AID 488922;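 active = ratio B-score over 3 SD below the library mean, with starting fluorescence within 5 SD of its mean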;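 also: negative B-score means less thallium flux so channel inhibition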
RGS4 pot – potentiators or activators of RGS4. HEK293 M3R/inducible RGS4, carbachol calcium flux Fluo4; active compounds read low. B-score at 10 µM. actives 0.92% (n = 310,000). AID 463111;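 active = B-score of the integrated calcium signal more than 4 SD below the library mean, with starting fluorescence not abnormally high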;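 also: negative B-score means reduced calcium response which marks RGS4 activation or potentiation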
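test system = M3R-expressing HEK293 line, RGS4 induced by doxycycline | probe or stimulus = carbachol at ECmax as muscarinic agonist stimulus | timing = dye loading 30 min 37 °C, buffer rest 30 min RT | signal = calcium dye Fluo4 fluorescence | evaluation = B score from integrated fluorescence ratio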
TMEM16A inh – inhibitors of mouse TMEM16A calcium-activated chloride channel; Q8BHY3; HEK293 TMEM16A/YFP iodide influx fluorescence, ionomycin; normalized B-score (activity score, 25-100; higher = stronger inhibition) at 10 µM; actives 1.2% (n = 310,000); AID 588511;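 active = ratio plate-corrected score three or more library SD toward inhibition, starting fluorescence score within five deviations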;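 also: score derived from kinetic fluorescence span divided by baseline fluorescence per well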
KCNK3 inh – human KCNK3 channel inhibition, primary screen | B-score at 10 µM | O14649 | CHO-KCNK3 thallium flux, FluxOR fluorescence; active compounds read low | actives 0.84% (n = 340,000);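 active = B-score under library mean minus 4 SD, starting fluorescence ratio at most library mean plus 5 SD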;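 also: more negative B-score means stronger inhibition of thallium flux through KCNK3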
Target sequence (O14649 whole entry, looked up): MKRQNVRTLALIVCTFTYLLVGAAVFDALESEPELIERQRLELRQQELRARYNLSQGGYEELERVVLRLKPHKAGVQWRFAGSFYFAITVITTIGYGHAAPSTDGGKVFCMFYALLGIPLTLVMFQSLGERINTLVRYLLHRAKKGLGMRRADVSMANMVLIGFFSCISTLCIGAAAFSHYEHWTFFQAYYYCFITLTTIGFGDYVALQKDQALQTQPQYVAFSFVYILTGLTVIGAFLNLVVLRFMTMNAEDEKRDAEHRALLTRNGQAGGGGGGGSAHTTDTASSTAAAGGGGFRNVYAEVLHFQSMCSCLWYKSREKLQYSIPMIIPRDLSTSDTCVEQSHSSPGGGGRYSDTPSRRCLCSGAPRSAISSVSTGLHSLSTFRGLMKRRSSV
KCNQ1 block – human KCNQ1 channel inhibition; P51787; CHO-K1 KCNQ1, FluxOR thallium flux fluorescence; active compounds read high; B-score at 10 µM; actives 1.3% (n = 310,000); AID 2642;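 active = compounds whose thallium flux B-score, printed positive for inhibition, exceeds three library SD while starting fluorescence stays within three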;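 also: channel opened by potassium depolarization with thallium stimulus after 20 min compound exposure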
HDAC3 inhib – human HDAC3 inhibition; recombinant HDAC3, fluorogenic peptide/trypsin coupled, fluorescence; inhibition, % at 8.3 µM; actives 0.15% (n = 320,000); AID 2718; in the data active = inhibition above about 26%, passing the limit was not always enough
Target sequence (O15379 whole entry, looked up): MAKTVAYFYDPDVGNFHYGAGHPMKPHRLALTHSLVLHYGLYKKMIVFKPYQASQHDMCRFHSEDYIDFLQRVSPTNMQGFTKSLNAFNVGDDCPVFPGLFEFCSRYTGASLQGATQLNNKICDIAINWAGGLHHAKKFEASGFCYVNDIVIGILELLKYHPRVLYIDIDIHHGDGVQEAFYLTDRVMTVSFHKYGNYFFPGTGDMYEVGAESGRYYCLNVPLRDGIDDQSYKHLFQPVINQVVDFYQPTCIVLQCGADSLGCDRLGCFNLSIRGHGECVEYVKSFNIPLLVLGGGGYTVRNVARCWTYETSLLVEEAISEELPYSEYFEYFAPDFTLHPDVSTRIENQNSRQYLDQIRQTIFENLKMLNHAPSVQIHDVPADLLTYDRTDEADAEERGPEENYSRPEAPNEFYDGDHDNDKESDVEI
SKKanGAS inh – blocks kanamycin growth of S. pyogenes SKKanGAS strain; BacTiter-Glo, 6 h; inhibition, % at 7.5 µM; AID 1662; actives 1.3% (n = 300,000);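 active = mean replicate score, as percent of positive control median, at least 50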;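 also: strain carries kanamycin resistance gene driven by streptokinase promoter and grows in 40 µg/ml kanamycin; loss of luminescence reflects streptokinase promoter inhibition or plain growth inhibition; 0% = median of DMSO wells and 100% = positive control at its reference dose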
Numbers without * were called inactive; i = inactive; nt = no result given.

SMILES | RGS4 block | TMEM16A act | KCNQ1 act | hERG protect | KCNK9 inh | RGS4 pot | TMEM16A inh | KCNK3 inh | KCNQ1 block | HDAC3 inhib | SKKanGAS inh
CCOC(=O)c1cccc(C(=O)OCC)n1 | i | i | i | -2 | i | i | i | i | i | -4 | -3
CCCc1nnc(NS(=O)(=O)c2ccccc2)s1 | i | i | i | -10 | i | i | i | i | i | 3 | -5
CCN(CC)c1ccc(CNc2ccc(Br)cn2)cc1 | i | i | i | -7 | i | i | i | i | i | 5 | -1
COC(=O)COn1c(SC(C)C)nc2ccccc2c1=O | i | i | i | -12 | i | i | i | i | i | 1 | -3
CCN(CC)CC(=O)Nc1cccc2c1C(=O)c1ccccc1C2=O | i | i | i | -10 | i | i | i | i | i | -7 | -4
COc1cccc(CNC(=O)CN(C)S(=O)(=O)c2ccc3c(c2)CC(C)N3C(C)=O)c1 (stereo not given) | i | i | i | -11 | i | i | i | i | i | -2 | -5
CC(=O)Nc1ccc(Nc2c3ccccc3nc3ccccc23)cc1 | i | i | i | -14 | i | i | i | i | i | -3 | 6
CC1O[C@@H]2O[C@](O[C@H](C)CC[C@@H](C)O)(c3ccccc3)O[C@@H]2C[C@H]1O (stereo not given in full) | i | i | i | -11 | i | i | i | i | i | 0 | 0
O=S(=O)(NCCO)c1cccc2cccnc12 | i | i | i | -3 | i | i | i | i | i | 4 | 1
O=c1[nH]ncn1-c1ccccc1C(F)(F)F | i | i | i | -12 | i | i | i | i | i | -4 | -16
COCc1cc(C)n(CC(=O)Nc2ccccc2C(=O)OC)c(=O)c1C#N | i | i | i | -12 | i | i | i | i | i | 1 | 10
COc1ccc(NC(=O)CSc2cc(C(=O)c3nccn3C)c3ccccc3n2)cc1 | i | i | i | -7 | i | i | i | i | i | 5 | 2
CC(=O)Nc1ccc(NS(=O)(=O)c2ccc3ccccc3c2)cc1 | i | i | i | -3 | i | i | i | i | i | -1 | -7
CCCOc1ccc(C(=O)Nc2ccc(CN3CCOCC3)cc2)cc1 | i | i | i | -6 | i | i | i | i | i | 4 | 2
Cc1ccc2nc(SC(C)C(=O)NCc3ccco3)[nH]c2c1 (stereo not given) | i | i | i | -8 | i | i | i | i | i | -2 | -4
Cc1ccc(C(=O)OCc2nnc(-c3ccccc3)o2)cc1S(=O)(=O)N1CCOCC1 | i | i | i | -12 | i | i | i | i | i | -1 | -12
CCN(CCCNC(=O)COc1cc(=O)n(C)c2ccccc12)c1cccc(C)c1 | i | i | i | -18 | i | i | i | i | i | -2 | 4
COc1cc(-c2[nH]ncc2CN2CCN(Cc3cccs3)CC2)cc(OC)c1OC | i | i | i | -10 | i | i | i | i | i | 3 | -7
CCCN(CCC)S(=O)(=O)c1cccc(C(=O)Nc2ccc3c(c2)OCO3)c1 | i | i | i | -9 | i | i | i | i | i | 8 | -7
Cc1cccc(COc2ccc(/C=C3/C(=O)N(C)C(=S)N3C)cc2)c1 | i | i | i | -1 | i | i | i | i | i | -1 | -8
COc1ccccc1NC(=O)c1cc(-c2ccc(OC)c(OC)c2)nc2ccccc12 | i | nt | i | -3 | i | i | nt | i | i | nt | 6
Cc1onc(-c2ccccc2)c1C(=O)N1CCN(CCc2ccccc2)CC1 | i | i | i | -6 | i | i | i | i | i | 1 | 0
COc1ccc(C(C(=O)NC2CCCCC2)N(Cc2ccco2)C(=O)c2ccccn2)c(OC)c1 (stereo not given) | i | i | i | -12 | i | i | i | i | i | -7 | 1
CCCCOC(=O)NC1CCS(=O)(=O)C1 (stereo not given) | i | i | i | -4 | i | i | i | i | i | 2 | 1
CC(C)C(NC(=O)C1CCCCC1)C(=O)Nc1ccccn1 (stereo not given) | i | i | i | -12 | i | i | i | i | i | -3 | -10
C/C(CC1CC(COCC(C)C)OC1=O)=N\NC(N)=S (stereo not given) | i | i | i | -4 | i | i | i | i | i | -3 | 1
Cc1cccc(NC(=S)NCc2ccco2)n1 | i | i | i | -11 | i | i | i | i | i | 2 | -2
C#CCn1c(S(=O)(=O)Cc2ccccc2Cl)nc(-c2ccccc2)c1-c1ccccc1 | i | i | i | -9 | i | i | i | i | i | -16 | 2
COC(=O)/C=C1\SC(=NC(=O)c2cccc([N+](=O)[O-])c2)NC1=O | i | i | i | -4 | i | i | i | i | i | 3 | 5
Clc1cccc(/C=N/Nc2ncnc3ccccc23)c1 | i | i | i | -10 | i | i | i | i | i | 3 | 5
COc1cc(/C=N/NC(=O)COc2ccccc2C)ccc1OC(=O)c1cccs1 | i | i | i | -2 | i | i | i | i | i | 3 | 21
Cc1ccccc1C(=O)NCC(=O)OC(C)C(=O)Nc1cccc(S(=O)(=O)N2CCOCC2)c1 (stereo not given) | i | i | i | -6 | i | i | i | i | i | 2 | 2
COc1cc2c(cc1OC)C1(Nc3c-2c(-c2ccccc2)nn3-c2ccccc2)C(=O)Nc2ccccc21 (stereo not given) | i | i | i | -3 | i | i | i | i | i | -1 | 5
COc1ccc(N2CCN(CC(=O)NCc3ccccc3)CC2)cc1 | i | i | i | -4 | i | i | i | i | i | -5 | -1
C=CCOc1ccc(/C(O)=C2/C(=O)C(=O)N(CCCn3ccnc3)C2c2cccs2)cc1 (stereo not given) | i | i | i | -4 | i | i | i | i | i | 4 | 3
Cc1cc(C)c(S(=O)(=O)NCC(CCC(=O)O)C(F)(F)F)c(C)c1 (stereo not given) | i | i | i | 1 | i | i | i | i | i | -5 | -7
Cc1ccc(NC(=O)c2ccc(C)c(NC3=NC4CS(=O)(=O)CC4S3)c2)cc1C (stereo not given) | i | i | i | -8 | i | i | i | i | i | 0 | -4
CN(CCC#N)C(=O)COC(=O)[C@H](Cc1ccccc1)N1C(=O)c2ccccc2C1=O | i | i | i | -4 | i | i | i | i | i | nt | 0
COc1ccc(C(=O)NC(C)c2nccs2)cc1OC1CCN(C(C)C)CC1 (stereo not given) | i | i | i | -6 | i | i | i | i | i | -3 | 0
CC1CCN(S(=O)(=O)c2ccc(C(=O)N(C)C3CCS(=O)(=O)C3)cc2)CC1 (stereo not given) | i | i | i | -8 | i | i | i | i | i | -7 | -4
Cc1[nH]c2ccccc2c1/C=N/NC(=O)c1cccc([N+](=O)[O-])c1 | i | i | i | -10 | i | i | i | i | i | 1 | 5
Nc1ccc(S(=O)(=O)NCC(=O)OCCOc2ccccc2)cc1[N+](=O)[O-] | i | i | i | -14 | i | i | i | i | i | -11 | -1
CC(C)(C)C(=O)N1N=C(c2cccc(NS(C)(=O)=O)c2)CC1c1cccs1 (stereo not given) | i | i | i | -6 | i | i | i | i | i | 1 | 11
Cc1ccc(-c2c(C(=O)N/N=C/c3ccsc3)nnn2-c2nonc2N)cc1 | i | i | i | -5 | i | i | i | i | i | 9 | -4
O=C(NNS(=O)(=O)c1ccc(F)cc1)C1CCCCC1 | i | i | i | -5 | i | i | i | i | i | 5 | 3
Cc1ccnc(NS(=O)(=O)c2ccc(NC(=O)c3ccccc3F)cc2)n1 | i | i | i | -11 | i | i | i | i | i | -1 | -4
CCN(CC)S(=O)(=O)c1cccc(NC(=O)/C=C/c2cccc([N+](=O)[O-])c2)c1 | i | i | i | -7 | i | i | i | i | i | 14 | 5
COc1ccc(F)c(CN2CCC(N3CCC(C(=O)N4CCOCC4)CC3)CC2)c1 | i | i | i | -12 | i | i | i | i | i | nt | -7
CCn1c(SCC(=O)N/N=C/C=C/c2ccco2)nc2ccccc21 | i | i | i | -9 | i | i | i | i | i | 6 | 2
CC(=O)c1ccc(C(=O)N2CCC(n3nccc3NC(=O)C3CC3)CC2)cc1 | i | i | i | -4 | i | i | i | i | i | 5 | -3
CCOC(=O)C1CCCN(c2nnnn2-c2ccccc2)C1 (stereo not given) | i | i | i | -6 | i | i | i | i | i | -9 | 0
CS(=O)(=O)CCC(C(=O)Nc1ccc2c(c1)OCO2)N1Cc2ccccc2C1=O (stereo not given) | i | i | i | -5 | i | i | i | i | i | 3 | 1
C[C@H](NC(=O)[C@H](Cc1ccccc1)n1c(=O)[nH]c2ccccc2c1=O)C(=O)N1CCC(C(=O)O)CC1 | i | i | i | -4 | i | i | i | i | i | -2 | 2
CCC(C)[C@H](NC(=O)N1CCn2c1nc1ccccc12)C(=O)NCc1ccc(OC)cc1 (stereo not given in full) | i | i | i | -8 | i | i | i | i | i | 9 | 3
CC(C)c1cc(CNC(=O)c2ccc(OC3CCN(Cc4ccccn4)CC3)cc2)on1 | i | i | i | -6 | i | i | i | i | i | 1 | -10
COc1cccc(N2CCN(Cc3nc(N)nc(N4CCCc5ccccc54)n3)CC2)c1 | i | i | i | -34 | i | i | i | i | i | -4 | -2
O=C(CCS(=O)(=O)c1cccc2nsnc12)N1CCN(Cc2ccc3c(c2)OCO3)CC1 | i | i | i | -11 | i | i | i | i | i | -1 | -4
CN(C)c1ccc(NC(=O)c2cccc(N3C(=O)C4C5C=CC(C5)C4C3=O)c2)cc1 (stereo not given) | i | i | i | -11 | i | i | i | i | i | 2 | 1
Cc1ccccc1NC(=S)NCC1CCC(CNC(=S)Nc2ccccc2C)CC1 (stereo not given) | i | i | i | -4 | i | i | i | i | i | 0 | 6
COc1cc(NC(=O)C2CC(c3ccccc3Cl)=NO2)cc(OC)c1OC (stereo not given) | i | i | i | -10 | i | i | i | i | i | 3 | -11
CS(=O)(=O)N1CCC(C(=O)NCc2ccccc2)CC1 | i | i | i | -2 | i | i | i | i | i | 10 | -2

Entries of single compounds as entered above:
`COc1cc(NC(=O)C2CC(c3ccccc3Cl)=NO2)cc(OC)c1OC` (stereo not given) reads RGS4 block = i; TMEM16A act = i; KCNQ1 act = i; hERG protect = -10; KCNK9 inh = i; RGS4 pot = i; TMEM16A inh = i; KCNK3 inh = i; KCNQ1 block = i; HDAC3 inhib = 3; SKKanGAS inh = -11
`CS(=O)(=O)CCC(C(=O)Nc1ccc2c(c1)OCO2)N1Cc2ccccc2C1=O` (stereo not given) reads RGS4 block = i; TMEM16A act = i; KCNQ1 act = i; hERG protect = -5; KCNK9 inh = i; RGS4 pot = i; TMEM16A inh = i; KCNK3 inh = i; KCNQ1 block = i; HDAC3 inhib = 3; SKKanGAS inh = 1
